ALOX12 inh: ALOX12 (human) lipoxygenase inhibition. Potency, µM (top dose mostly 108 µM), inactives show top-dose activity change, negative = inhibition, actives largely listed as inhibitors. AID 1671190. hit rate 1.1% among 580,000. purified 12hLO, xylenol orange hydroperoxide absorbance. P18054; active means well fitted inhibition curve with a large enough effect; inconclusive means small, poorly fitted or top-dose-only effect, or another doubt; inactive means no such curve, though single readings can be large or run the other way
Target sequence (P18054 whole entry, looked up): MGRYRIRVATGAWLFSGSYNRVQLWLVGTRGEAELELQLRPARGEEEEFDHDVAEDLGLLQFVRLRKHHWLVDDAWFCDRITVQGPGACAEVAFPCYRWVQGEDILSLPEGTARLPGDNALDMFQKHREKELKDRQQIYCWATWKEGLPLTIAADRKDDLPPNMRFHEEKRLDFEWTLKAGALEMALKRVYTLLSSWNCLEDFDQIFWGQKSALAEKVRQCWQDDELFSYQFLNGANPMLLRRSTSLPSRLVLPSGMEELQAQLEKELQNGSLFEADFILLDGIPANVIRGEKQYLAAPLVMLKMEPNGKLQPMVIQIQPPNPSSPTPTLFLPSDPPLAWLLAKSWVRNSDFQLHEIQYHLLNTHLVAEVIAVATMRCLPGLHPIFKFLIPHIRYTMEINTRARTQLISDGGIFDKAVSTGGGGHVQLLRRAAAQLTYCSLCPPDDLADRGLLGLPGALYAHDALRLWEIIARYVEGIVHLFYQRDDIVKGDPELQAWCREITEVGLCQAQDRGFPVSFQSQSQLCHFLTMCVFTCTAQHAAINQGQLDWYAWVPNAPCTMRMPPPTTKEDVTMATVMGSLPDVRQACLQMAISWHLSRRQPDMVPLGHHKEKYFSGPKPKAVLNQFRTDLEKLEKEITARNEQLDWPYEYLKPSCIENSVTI
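Purified human 12hLO (150 nM final) in 25 mM Hepes, 0.01% Triton X-100, pH 7.0 was preincubated 15 min at room temperature with compound. Then 40 uM arachidonic acid was added, 30 min. Hydroperoxide was read by Fe-XO absorbance ratio 573/405 nm.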
Numbers without * were called inactive; ? = inconclusive; [ ] = another dose, or the depositor's remark. On the % scale 0 is the no-effect control and ±100 the full control effect; potency means the concentration at half of the fitted maximal effect. An excerpt; the hit share may differ from the screen's.

SMILES	ALOX12 inh
CNc1c(NC(=O)Nc2ccc(F)cc2F)c(=O)oc2ccccc12	-2%
O=C1c2c(nc(CNCc3ccccc3)n2Cc2ccccc2)NCCN1CC1CC1	84%[activator][176 µM]
Cc1ccccc1C(=O)N1CCC2(CC1)N(c1ccccc1)C(=O)CS2(=O)=O	-1%
COc1cccc(/C=C/C(=O)Nc2cccc(CO)c2)c1	?
CCc1ccc2oc(C(=O)Oc3ccc(C#N)cc3)c(C)c2c1	-37%
Brc1ccc(-c2nc(-c3ccccc3)no2)cc1	3%
C#CCNC(=O)C1CN(Cc2ccccc2)C(=O)N1 (configuration not stated)	14%[176 µM]
Fc1ccc(-c2cc3c(cn2)CN(Cc2ccncc2)CCN3)cc1Cl	-8%[176 µM]
Cc1ccc(C(=O)NCc2c(C)ncc3c2CCNC3)cc1Cl	-20%
COc1ccc(S(=O)(=O)N2CCC3(CC2)CC(CC(=O)NC2CC2)CCO3)cc1 (configuration not stated)	5%
COc1ccc(C(=O)N2CCC[C@H]2c2nc(-c3ccc(F)cc3)no2)c(OC)c1	18%
COCCNC(=O)c1ccc2c(c1)N(C)C(CC(=O)Nc1ccc(C)nc1)CO2 (configuration not stated)	-14%
COc1ccc(C(=O)N2C[C@@H](Oc3cccnc3)C[C@H]2C(=O)N2CCCC2)cn1	38%
Cc1c(C(=O)N2CCC(C)CC2)c(S(=O)(=O)NCCc2ccccc2)c(C)n1C	5%
COCCn1ncc(N2CCC(C(=O)NCC3CCCCC3)C2)cc1=O (configuration not stated)	17%
COc1cccc(Nc2ncc3nc(-c4cccs4)c(=O)n(CCC#N)c3n2)c1	?
CCn1nc(C(=O)N(C)Cc2cccc(OC)c2)c2ccccc2c1=O	5%
CC(NC(=O)CSc1nc2nc[nH]c2c(=O)[nH]1)c1ccccc1 (configuration not stated)	1%
CC(C)(C)OC(=O)Nc1ccccc1-n1nnnc1C(C(=O)c1ccc(F)cc1)N1CCOCC1 (configuration not stated)	?
COc1ccc(NC(=O)c2nnn(-c3cc(Cl)ccc3OC)c2C)cc1	-28%
Cn1cnc2c1c(=O)n(CC(=O)OCCOc1ccccc1)c(=O)n2C	?
Cn1c(-c2cccc(C(F)(F)F)c2)cc2cnc(Nc3ccc(F)cc3)cc21	-26%
Cc1onc(-c2ccccc2)c1-c1nnc(CSc2nnnn2C(C)(C)C)o1	17%
CCc1nncn1C1CCN(S(=O)(=O)c2cc(C)ccc2C)CC1	20%
CC1(c2nnnn2-c2ccc3c(c2)OCCO3)CCC(=O)N1Cc1cccnc1 (configuration not stated)	-40%

Fetched one by one from above:
SMILES	ALOX12 inh
CCc1ccc2oc(C(=O)Oc3ccc(C#N)cc3)c(C)c2c1	-37%
Cn1cnc2c1c(=O)n(CC(=O)OCCOc1ccccc1)c(=O)n2C	?

Additional results follow:
SMILES	ALOX12 inh
CC1CCCN(c2nc(-c3ccc(Cl)cc3)nc3ccccc23)C1 (configuration not stated)	2%
COc1cccc(-c2cc3c(=O)n(CCNC(=O)c4nn(C)c5ccccc45)ccn3n2)c1	?
CCOC(=O)c1cccn1C1C(=O)N(Cc2ccc(OC)cc2)c2c(F)cccc21 (configuration not stated)	?
CN(C)Cc1cc(C[C@@H]2C[C@H](N(Cc3ccco3)Cc3ccco3)C2(C)C)no1	50%[activator][176 µM]
CC(=O)N1CCN(C(=O)C2CCNCC2)C[C@@H]1C(=O)N[C@@H](CC1CCCCC1)C(N)=O	60%[activator]
O=C(CCNC(=O)c1cccs1)Nc1cccnc1N1CCCC1	13%
O=c1cc(-c2cc3ccccc3o2)c2cc3c(cc2o1)CCCC3	25%
COCC(=O)N1CCn2c(nn(-c3ccncc3)c2=O)C1	12%[176 µM]
Cc1cc(C)cc(C(=O)N2CCC(n3cnnc3-c3ccccc3)CC2)c1	26%
O=C(c1ccccn1)N1CCn2c(nnc2C2CCCNC2)C1 (configuration not stated)	81%[activator][176 µM]
O=C(Cn1ccn2nc(-c3ccc(F)cc3)c(CO)c2c1=O)Nc1ccc2c(c1)OCCO2	-1%
CC(C)Oc1ccc(C(=O)Nc2ccc(C(F)(F)F)oc2=O)cc1	-47%
COc1cc(-c2csc(-c3c(C)c(C)nn(C)c3=O)n2)ccc1OC(F)F	-26%
CCCCCNC(=O)C(CCc1ccccc1)n1c(=O)c(-c2ccccc2)nc2ccccc21 (configuration not stated)	0%
O=C(CCC1NC(=O)c2ccccc2NC1=O)NC1CCCCCC1 (configuration not stated)	-1%
Cc1cc(N2CCN(CC(C)(C)O)C[C@@H]2C)ccc1N1CCN(CC(C)(C)O)[C@@H](C)C1	-11%
O=C1NCCCCCCN(S(=O)(=O)c2ccc3c(c2)OCCO3)[C@H]2CCCC[C@@H]12	27%
Cc1c(-c2cccc(Cl)c2)nc2ccccc2c1C(=O)NC1CCCC1	?
COC(=O)COC(=O)Cn1cc(I)c(=O)c(I)c1	0%
Nc1nccnc1C(=O)NCc1ccnc(Oc2ccc(F)cc2)c1	-4%
O=S1(=O)NCC2(CCCN(Cc3ccccn3)C2)Oc2ncccc21 (configuration not stated)	-2%[6.33 µM]
Cc1ccc(CNc2oc(-c3ccc(F)cc3)nc2C#N)cc1	?
COCCNC(=O)C(C)[C@@H]1CC[C@@]2(C)CC[C@H](N[S+](C)(=O)[O-])[C@@H](C)[C@@H]2[C@H]1O (some centres not stated)	13%[176 µM]
CCOc1ccc(C(=O)N2[C@@H]3CC[C@H]2CC(NC(=O)c2cnc(C)cn2)C3)cc1OCC (some centres not stated)	12%
CCc1ccc(C2=C(C)C(N3CCC(C(=O)Nc4ccc(OC)c(OC)c4)CC3)=NS2(=O)=O)cc1	?

The listing continues.
SMILES	ALOX12 inh
CC1(C)Cc2cccc(OCC(=O)OCc3cc(=O)oc4ccc5ccccc5c34)c2O1	7%
Cc1ncc(CN2CCCC2C(=O)Nc2ccc(-c3cccc(F)c3)cc2)[nH]1 (configuration not stated)	82%[activator]
Cc1nccn1-c1ccc(CNC(=O)C(c2ccccc2F)N(C)C)cc1 (configuration not stated)	32%[activator]
CN(CCOc1ccccc1Cl)C(=O)c1cc2ccccc2oc1=O	0%
COCCCNc1oc(/C=C/c2ccc(OC)c(OC)c2)nc1C#N	-11%
CCCOC(=O)c1ccc(Oc2c(C(F)(F)F)oc3cc(O)ccc3c2=O)cc1	?
CC1(c2ccccc2)N(Cc2ccccc2)C(=O)OC12CCN(C(=O)COc1ccccc1)CC2 (configuration not stated)	0%
O=S(=O)(Cc1ccccc1F)N1CCCC(Cc2noc(C3CC3)n2)C1 (configuration not stated)	9%
CCOc1ccccc1CNC(=O)C(C)C1CCOCC1 (configuration not stated)	42%[activator]
COCc1nc(CCNC(=O)c2sc(C)nc2C)no1	37%
Cc1ccc(Sc2nc(C)cs2)cc1	13%
COc1cccc(-c2cn(C3CCN(C(=O)c4ccc(Cl)cc4)CC3)c(=O)[nH]2)c1	?
COc1ccc(-c2c(C)oc3cc(OC(=O)c4cccs4)ccc3c2=O)cc1	7%
CC(NCC(=O)NC1CCCCC1)c1cccc(C(F)(F)F)c1 (configuration not stated)	41%[activator]
Cc1c(-c2ccc(F)cc2)[nH]c2ccc(CNC(=O)c3cnn(C)c3)cc12	-3%
CC(Sc1ccccc1)C(=O)NC1CCCCC1 (configuration not stated)	-12%
COc1ccc(N2CCN(C(=O)C3(c4ccc(NC(=O)C(C)C)cc4)CCC3)CC2)cc1	-7%
COc1ccc2c(c1)-c1nc(-n3ncc(C(=O)NCC4CCCN(C)C4)c3C3CC3)ncc1CC2 (configuration not stated)	16%
Cc1noc(C)c1S(=O)(=O)N1CCCCC(NC(=O)c2c[nH]c(=O)cn2)C1 (configuration not stated)	-4%
Cc1nc(-c2ccc(F)cc2)n(CC(=O)Nc2cc(F)ccc2F)c(=O)c1CCO	38%[activator]
CNC(=O)c1cccc(-c2cnc3[nH]cc(CC(=O)Nc4ccccc4Cl)c3c2)c1	-21%[176 µM]
COc1ccc(-c2ccc3nnc(CNC(=O)c4ccc(F)c(Cl)c4)n3n2)cc1	-2%
CC1=C[C@@H](CNC(=O)C2CCCCC2)[C@H](C(C)C)C[C@H]1Cc1nc2c(C)cccc2[nH]1	1%[176 µM]
Cc1ccc(C(O)CNC(=O)Nc2ccccc2)cc1 (configuration not stated)	?
CC(C)(C)CC(=O)N1CCC(C(NC(=O)c2ccccc2)C(=O)NCc2ccco2)CC1 (configuration not stated)	10%

A different layout for some results above:
SMILES,ALOX12 inh
O=C1NCCCCCCN(S(=O)(=O)c2ccc3c(c2)OCCO3)[C@H]2CCCC[C@@H]12,27%
Cc1c(-c2cccc(Cl)c2)nc2ccccc2c1C(=O)NC1CCCC1,?
COC(=O)COC(=O)Cn1cc(I)c(=O)c(I)c1,0%
Nc1nccnc1C(=O)NCc1ccnc(Oc2ccc(F)cc2)c1,-4%

Next results:
SMILES	ALOX12 inh
CN(CC1(CO)CC1)c1nccc(CCC(F)(F)F)n1	40%[activator]
CN1CC(=O)N(c2ccccc2F)Cc2c(NCC3CCCCC3)ncnc21	20%
Cc1ccccc1-c1nc2cnccn2c1NCCC(=O)N1CCCCC1	10%
Cc1ccc(N2CC(c3noc(-c4cccc(C)c4)n3)CC2=O)cc1 (configuration not stated)	-4%
O=C(CN1C(=O)CSc2ccccc21)NOCc1ccccc1	3%
COC(=O)c1[nH]c2ccc(C)cc2c1NC(=O)CCN1CCCCC1	0%
CCCCn1c(C)c(C)c(S(=O)(=O)c2ccc(OC)cc2)c1NC(=O)c1ccco1	1%
C[C@@H](NC(=O)C1CC1)c1c(-c2ccc(F)cc2)noc1C(=O)O	50µM*
O=C(CSc1nc2c(c(=O)n1CCc1ccccc1)SCC2)Nc1cccc2ccccc12	17%
Cc1oc(-c2ccccc2)nc1CC(=O)NCC1CN(C)CCO1 (configuration not stated)	-13%
CS(=O)(=O)N1CC(F)(F)C[C@H]1c1nc(C2CC2)no1	38%[activator]
Cc1cn2nc(C(=O)N3CCSCC3)cc2c(N(C)Cc2ccccc2)n1	-2%
O=C1CCN(S(=O)(=O)c2ccccc2)CCCN(C(=O)C2CCCC2)CCN1	58%[activator]
C=CCNC(=O)N1CC[C@H]2CC(=O)N(CCN3CCNC3=O)CC[C@H]2C1	32%[activator][176 µM]
Cc1ccc(C(=O)Nc2ccccc2SC2CCCC2)cn1	-10%
O=C(CNC(=O)C1CC(=O)N(c2ccc(F)cc2)C1)NCCc1c[nH]c2ccccc12 (configuration not stated)	-28%
COc1ccc(CN(C)C(=O)CSc2nc(-c3cccs3)nc3ccccc23)c(OC)c1OC	-2%
CCn1cc(S(=O)(=O)N2CCOc3ccc(CN4CCCCCC4)cc3C2)cn1	30%
Cc1ccc(-c2cc(C(=O)NC3CCCC3)c3cc(Br)ccc3n2)cc1C	27%
CN1C(=O)Cc2ccccc2C1C(=O)N1CCN(c2ccc(Cl)cc2)CC1 (configuration not stated)	21%
Cc1cc(NC(=O)c2cc(-c3ccncc3)nc3ccccc23)nn1C	22%
CC(C)CCN1CCC(Cc2ccc(C(=O)NC3CC3)cc2)CC1	67%[activator]
c1ccc(CN2CC[C@@H]3COCCN(Cc4cccnc4)[C@@H]3C2)cc1	94%[activator]
O=S(=O)(NC1=NCN(CCc2ccccc2)CN1)c1ccccc1	9%
Cc1ccc2c(=O)cc(C(=O)Nc3sc4c(c3C#N)CCCC4)oc2c1C	-42%

More compounds:
SMILES	ALOX12 inh
CC1=C/C(=N\NC(=S)Nc2cccc(C(F)(F)F)c2)CC1	?
CC(=O)Nc1ccc(S(=O)(=O)N2CCC(NC(=O)CCC3CCCCC3)CC2)cc1	-12%
Cc1nn2c(c1-c1cccnc1N1CCOCC1)N(C(=O)Cc1cccc(Cl)c1)CCC2	2%
Cc1cc(C(=O)N(CCC(=O)NCc2ccccc2)CCC(C)C)c(C)o1	8%
O=C1Nc2ccccc2CC12CCN(Cc1cccc3ccccc13)C2 (configuration not stated)	100µM*
COc1cccc(Cn2c(=O)c3sccc3n(CC(=O)N(C)C3CCCCC3)c2=O)c1	?
Cc1nc(C(C)C)sc1C(=O)N1C[C@@H](C)[C@](O)(C2CCC2)C1	44%[activator]
CCC(=O)Nc1cc(C)c(O)c(-c2nc3cc(CC)ccc3o2)c1	0%
Clc1ccc(-c2cnc(CSc3n[nH]c(-c4ccccc4)n3)o2)cc1	?
CC(C)C(=O)NC(Nc1ccc(Cl)cc1)C(Cl)(Cl)Cl (configuration not stated)	-30%
Cc1ccc(F)c(OCC(=O)c2ccc3c(c2)N(CCCC(=O)N2CCOCC2)C(=O)CO3)c1	33%
Cc1ccc(-c2cc(C(F)(F)C(F)F)[nH]n2)cc1	?
CN(Cc1ccccc1)C1CCN(Cc2ccccc2Cl)CC1	?
CCOC(=O)C(=O)Nc1ccc(C(N)=O)cc1	-24%
Cn1c(CNC(=O)C2CCCN(Cc3ccncc3)CCC(=O)NCC2)nc2ccccc21 (configuration not stated)	79%[activator]
Oc1ccc(-c2cnccn2)cc1CN1CCN(C2CCCCC2)CC1	33%[activator]
C[C@@H](C1[C@@H](O)CC2C3C=CC4C[C@@H](O)CC[C@]4(C)[C@H]3CC[C@@]21C)[C@@H]1CCCCN1 (some centres not stated)	-4%
CCOC(=O)c1c(S(=O)(=O)Nc2cc(Cl)c(OC)cc2OC)c(C)n(C)c1C	-30%

Reformatted with each value named: part of the list above
> Cc1ccc(Sc2nc(C)cs2)cc1
- ALOX12 inh: 13%
> COc1cccc(-c2cn(C3CCN(C(=O)c4ccc(Cl)cc4)CC3)c(=O)[nH]2)c1
- ALOX12 inh: ?
> COc1ccc(-c2c(C)oc3cc(OC(=O)c4cccs4)ccc3c2=O)cc1
- ALOX12 inh: 7%
> CC(NCC(=O)NC1CCCCC1)c1cccc(C(F)(F)F)c1 (configuration not stated)
- ALOX12 inh: 41%[activator]

From PubChem
